LYPLA1 inh: blocks human lysophospholipase 1, a PME1 counter-screen. inhibition, % at 5.9 µM. AID 2174. O75608. 0.16% of 320,000 active. recombinant LYPLA1, FP-Rh probe fluorescence polarization;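 active = inhibition above the mean of all tested compounds plus 3 SD, set per campaign, cut at about 14% in these data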;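 note: inhibitors block serine hydrolase probe labeling of LYPLA1 so polarization falls; 0% = enzyme with DMSO and 100% = wells lacking LYPLA1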
Target sequence (O75608 whole entry, looked up): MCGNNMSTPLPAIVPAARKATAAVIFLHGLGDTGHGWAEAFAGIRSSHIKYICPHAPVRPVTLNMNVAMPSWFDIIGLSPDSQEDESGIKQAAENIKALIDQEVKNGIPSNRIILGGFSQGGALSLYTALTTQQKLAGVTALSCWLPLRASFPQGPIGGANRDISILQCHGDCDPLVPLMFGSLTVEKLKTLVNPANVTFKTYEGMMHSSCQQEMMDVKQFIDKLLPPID
PAFAH2 FP inh: inhibitors of human PAFAH2; Q99487; recombinant PAFAH2, FP-rhodamine activity probe, fluorescence polarization; inhibition, % at 3.39 µM; 0.99% of 340,000 active;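 active = inhibition above the mean over all tested compounds plus 3 SD, cut at about 30% in these data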;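 note: inhibitors block probe labeling of enzyme so polarization drops; 0% = enzyme with DMSO and 100% = wells lacking PAFAH2 protein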
PAD4 FP inh: inhibitors of human PAD4; Q9UM07; recombinant PAD4, RCA probe fluorescence polarization; inhibition, % at 6.36 µM; 0.41% of 330,000 active; AID 485272;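 active = percent inhibition above a cutoff equal to the mean of all tested compounds plus 3 SD, cut at about 15% in these data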;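 note: 0% = PAD4 with RCA probe and DMSO and 100% = probe without PAD4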
pPAFAH FP inh: pPAFAH (human) enzyme inhibition; Q13093; recombinant pPAFAH, FP-rhodamine probe fluorescence polarization; inhibition, % at 3.39 µM; 1.5% of 330,000 active; AID 463082;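 active = inhibition above the mean inhibition across the screen plus 3 SD, cut at about 25% in these data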;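 note: inhibitors block binding of the rhodamine activity-based probe so polarization drops; 0% = enzyme with DMSO and 100% = wells lacking pPAFAH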
PAFAH1B2 inh: PAFAH1B2 (human) inhibition. recombinant PAFAH1B2, FP-rhodamine activity probe, fluorescence polarization. P68402. inhibition, % at 3.39 µM. 1.2% of 340,000 active;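 active = inhibition above the mean of all tested compounds plus 3 SD, cut at about 24% in these data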;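 note: 0% = enzyme with DMSO and 100% = wells lacking PAFAH1B2; many of its hits are not listed in these tables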
Target sequence (P68402 whole entry, looked up): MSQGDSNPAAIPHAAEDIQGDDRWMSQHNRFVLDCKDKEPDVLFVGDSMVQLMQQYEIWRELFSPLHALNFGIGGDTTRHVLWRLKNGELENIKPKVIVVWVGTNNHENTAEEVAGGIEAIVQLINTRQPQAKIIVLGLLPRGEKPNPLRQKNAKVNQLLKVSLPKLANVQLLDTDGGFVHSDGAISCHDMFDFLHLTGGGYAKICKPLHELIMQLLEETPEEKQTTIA
PAFAH1B3 inh: inhibitors of human PAFAH1B3. 0.28% of 340,000 active. inhibition, % at 3.39 µM. AID 492972. recombinant PAFAH1B3, FP-rhodamine probe, fluorescence polarization;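 active = inhibition above the screen-wide average of all tested compounds plus 3 SD, cut at about 25% in these data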;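 note: 0% = enzyme with DMSO only and 100% = wells lacking PAFAH1B3 protein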
GSTO1 counter: blocks human GSTO1 in RBBP9 counter-screen. P78417. recombinant GSTO1, activity-based probe fluorescence polarization. inhibition, % at 5.96 µM. 1.1% of 300,000 active. AID 1974;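 active = inhibition above the campaign mean inhibition plus 3 SD, cut at about 35% in these data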;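 note: 0% = GSTO1-1 with DMSO and 100% = wells lacking GSTO1-1 enzyme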
LYPLA2 counter: blocks human lysophospholipase 2, a PME1 counter-screen; O95372; recombinant LYPLA2, FP-Rh probe fluorescence polarization; inhibition, % at 5.9 µM; 0.38% of 320,000 active; AID 2177;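 active = inhibition above the screen-wide mean plus 3 SD, limit set per campaign, cut at about 26% in these data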;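 note: 0% = LYPLA2 with DMSO and 100% = wells lacking LYPLA2 enzyme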
Target sequence (O95372 whole entry, looked up): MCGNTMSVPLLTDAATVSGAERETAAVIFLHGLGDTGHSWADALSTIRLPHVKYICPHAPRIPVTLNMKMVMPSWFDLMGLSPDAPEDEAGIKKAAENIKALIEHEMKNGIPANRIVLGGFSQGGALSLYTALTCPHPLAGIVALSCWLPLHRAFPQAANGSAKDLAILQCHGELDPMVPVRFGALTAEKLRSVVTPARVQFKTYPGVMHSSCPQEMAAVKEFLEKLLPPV
PME-1 inh: blocks human protein phosphatase methylesterase 1; recombinant PME-1, FP-Rh probe fluorescence polarization; Q9Y570; inhibition, % at 5.9 µM; 0.53% of 320,000 active; AID 2130;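 active = inhibition above the campaign mean of all compounds plus 3 SD, cut at about 26% in these data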;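 note: competitive labeling of PME-1 active site by serine hydrolase directed probe; 0% = PME-1 with DMSO and 100% = wells lacking PME-1 enzyme; inhibitors block probe labeling so polarization falls and inhibition rises; many of its hits are not listed in these tables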
Target sequence (Q9Y570 whole entry, looked up): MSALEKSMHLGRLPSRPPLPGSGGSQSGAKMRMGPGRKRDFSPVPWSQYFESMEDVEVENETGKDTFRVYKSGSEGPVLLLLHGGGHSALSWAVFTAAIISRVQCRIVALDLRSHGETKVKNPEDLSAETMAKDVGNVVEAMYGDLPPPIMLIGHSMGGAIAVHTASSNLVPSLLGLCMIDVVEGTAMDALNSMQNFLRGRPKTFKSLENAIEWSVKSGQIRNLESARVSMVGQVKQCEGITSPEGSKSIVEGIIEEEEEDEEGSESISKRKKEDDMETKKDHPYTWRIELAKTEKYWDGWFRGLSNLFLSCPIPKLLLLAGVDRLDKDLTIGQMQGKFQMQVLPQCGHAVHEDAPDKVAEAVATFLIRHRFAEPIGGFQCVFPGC
* = called active by the depositor; nt = no result given.

SMILES	LYPLA1 inh	PAFAH2 FP inh	PAD4 FP inh	pPAFAH FP inh	PAFAH1B2 inh	PAFAH1B3 inh	GSTO1 counter	LYPLA2 counter	PME-1 inh
Cc1cc(NC(=O)c2c(Cl)cnn2C)no1	2	4	1	-9	1	1	-7	-2	-11
COc1cc(NS(=O)(=O)c2ccc(NC(=O)c3ccc(F)cc3)cc2)ncn1	-3	-2	7	-3	5	-1	-4	-3	-10
CCOC(=O)CC1C(=O)NCCN1C(=O)COc1ccc(C(C)(C)C)cc1 (stereo not given)	0	-4	-2	8	14	3	8	-1	3
CC(C)=CCCC(C)CN1CCC(n2nccc2NC(=O)C2CCCC2)CC1 (stereo not given)	1	3	2	0	5	9	-2	0	2
O=C(O)CCSCCCN1C(=O)c2cccc3cccc(c23)C1=O	-3	-5	0	-2	3	1	0	-3	0
CCCCC(=O)Nc1nnc(S(=O)(=O)N2CCCc3ccccc32)s1	-4	7	1	3	5	-4	-31	1	-1
O=C(Nc1ccc(-c2nc3cccnc3s2)cc1)c1cccnc1Cl	3	-3	1	-2	4	5	-7	8	-20
COC(=O)CNC(=O)c1ccc(NS(=O)(=O)c2cc([N+](=O)[O-])ccc2Cl)cc1	-3	10	-9	10	0	10	14	-1	1
N/C(=N\N=C/c1ccc(Br)cc1)N/N=C\c1ccc(Br)cc1	-1	-3	-2	8	1	6	6	-6	-30
Cc1ccc(S(=O)(=O)NC(N)=NCCc2ccccc2)cc1C	-2	3	7	-7	5	11	6	-4	-15
O=C(OCC(=O)N1CCCC1=O)c1ccc(O)cc1O	2	-3	-3	3	3	1	-7	-2	1
CCOC(=O)c1c(S(=O)(=O)NCc2ccc(OC)cc2)c(C)n(C)c1C	-5	-20	-2	3	7	-2	3	-6	2
COc1ccc(OC)c(S(=O)(=O)N2CCC(C(=O)NCc3cccnc3)CC2)c1	-1	10	-6	0	4	-5	1	-1	-2
c1csc(-c2ccc3ccccc3n2)c1	0	6	-4	0	3	8	6	-1	-2
Cc1ccc(C)c(NC(=O)c2cc(-c3cccnc3)nc3ccccc23)c1	-5	1	-3	-1	-1	6	11	-11	-4
Oc1ccc(/C=N/Nc2nccnc2Cl)c(O)c1	7	4	-3	2	4	5	-3	9	2
O=C(NNC(=O)c1cc(Br)c(Br)s1)c1csc(N2CCOCC2)n1	1	-2	-3	9	0	-17	-14	6	-1
CCn1cc(C(=O)NCCCN(CC(C)C)CC(C)C)c(=O)c2cc(S(=O)(=O)N(C)C3CCCCC3)ccc21	-4	-3	6	4	4	0	-1	1	6
C[C@@H]1COC(=O)[C@H](CC(=O)OC(C)(C)C)C/C=C\C[C@@H](CC(=O)N[C@H](CO)Cc2ccccc2)C(=O)N1	nt	2	-2	4	3	12	nt	nt	nt
CN(C)S(=O)(=O)N1CCCC(C(=O)c2ccc(-c3ccccc3)cc2)C1 (stereo not given)	4	1	4	7	-2	1	6	11	1
CCCCn1c(C)cc2cc(O)ccc21	3	6	4	11	5	10	2	-2	6
COc1ccc(C(=O)CC(=O)C(=O)Nc2cc(Cl)c(OC)cc2OC)cc1	-2	-1	-5	-1	5	6	1	-3	-1
Cc1nccn1CCCNC(=O)CC1C(=O)NCCN1Cc1ccc(F)cc1Cl (stereo not given)	-2	-1	-2	-4	-5	12	1	-3	8
CCCCCCCCCCS(=O)(=O)N/N=C/c1ccc([N+](=O)[O-])cc1	-1	2	1	10	30*	8	13	14	7
O=C(Nc1ccon1)c1ccc(Cl)c(S(=O)(=O)N2CCCCC2)c1	-3	6	-2	1	5	11	7	1	5
Cc1c(C(=O)NCCCN2CCCC2=O)oc2ccccc12	1	1	4	0	2	2	0	1	4
CCn1c(=NC(=O)CSC(C)=O)sc2ccccc21	1	1	12	1	1	1	-20	7	-2
NC(=O)N(N)c1nc(N2CCCC2)nc(N2CCCC2)n1	4	4	7	7	0	3	nt	-3	8
CC(C)CNS(=O)(=O)c1ccc(CC(C)C)cc1	2	5	-6	15	6	8	6	0	1
COCC(C)NC(=O)c1ccccc1[N+](=O)[O-] (stereo not given)	-3	4	-2	0	3	1	-1	-1	-5
CCCCc1c(C)c(C#N)c2nc3ccccc3n2c1Nc1c(C)n(C)n(-c2ccccc2)c1=O	3	2	-10	0	-3	4	10	7	1
Cn1ccnc1SCC(=O)Nc1cc(C(F)(F)F)ccc1N1CCOCC1	1	11	-7	-3	1	0	2	-3	-2
Cc1cc(Oc2ccc(=O)n(C)n2)nc(Oc2ccc(=O)[nH]n2)n1	-1	3	1	3	3	1	-1	1	0
O=C(NC1CCCC1)c1cc(-c2ccccc2Cl)on1	-8	4	-1	7	7	4	5	-3	0
CC(C)CNC(=O)Cn1nc(C(F)(F)F)c2c1CCCC2	4	3	-3	0	2	9	7	4	-7
CCOc1ccc(C(=O)C2CCN(CC(=O)Nc3ccccc3N3CCOCC3)CC2)cc1	0	7	0	9	3	-2	-6	2	5
O=C(COC(=O)/C=C/c1ccccc1)Nc1cccnc1Cl	-1	28	-7	-1	6	4	13	-6	0
CS(=O)(=O)c1ccccc1C(=O)N(CCC1=CCCCC1)c1c(N)n(Cc2ccccc2)c(=O)[nH]c1=O	-1	1	-2	8	1	0	5	2	0
Cn1nnc(NC(=O)C(c2ccccc2)c2ccccc2)n1	4	1	-7	6	1	0	-4	-2	0
COc1ccc(S(=O)(=O)N2CCCC2C(=O)NCC(=O)Nc2cccc(Cl)c2C)cc1 (stereo not given)	-2	-6	2	-1	3	-4	10	-10	-8
O=S(=O)(Nc1nc(CN2CCOCC2)nc2sc3c(c12)CCCC3)c1cc(F)ccc1F	-3	0	-3	6	3	-1	-1	-3	2
Cc1ccccc1N1CN(Cc2ccco2)CNC1=S	0	0	0	4	-1	-5	-8	-8	-11
CCN(CC)c1ccc(CNc2ccc3c(c2)ncn3CC)cc1	2	nt	-1	11	nt	nt	4	-3	2
Cc1ccc(-c2c(C(=O)N/N=C/c3ccc4c(c3)OCO4)nnn2-c2nonc2N)cc1	-5	0	3	2	3	8	-2	-2	-7
COc1ccc(/C=N/NC(=O)CC(=O)NCCc2ccccc2)cc1OC	2	4	-3	1	2	-4	-8	2	-1
Nc1nonc1NC(=O)CSc1ncccc1C(=O)O	3	-4	-1	-4	-3	0	5	5	6
CC1(C)c2ccccc2-c2nc3ccccc3cc2C1O (stereo not given)	-1	4	6	-6	8	-1	-3	-3	-8
O=C(NCCS(=O)(=O)NCCc1ccccc1)c1ccc2c(c1)OCO2	-1	1	7	-4	-4	0	-3	1	1
COC(=O)c1ccc(Oc2c(C(F)(F)F)oc3c(CN4CCN(C)CC4)c(O)ccc3c2=O)cc1	7	6	0	-1	2	4	14	2	7
O=C(C(c1ccccc1)c1ccccc1)N1CC[C@@]2(O)CCCC[C@H]2C1	-6	-3	6	-5	0	-2	1	-10	-4
COc1ccc(NC(=O)CSc2nnc(-c3ccoc3C)n2CC2CCCO2)cc1 (stereo not given)	-1	10	2	4	-8	-6	1	-5	1
Cc1cc(C(F)F)nn1CC(=O)N1CCSCC1	0	1	-1	-2	-2	1	6	3	-3
CCOC(=O)C(Oc1ccc2c(-c3ccc(OC)cc3)cc(=O)oc2c1C)c1ccccc1 (stereo not given)	-3	-12	1	-8	-1	2	0	-6	-12
O=C(CN1C(=O)C2CC=CCC2C1=O)NC1CCCc2ccccc21 (stereo not given)	2	1	-8	-1	9	1	3	-1	-5
COc1ccc(C(C)=O)cc1CSc1nnc(C)s1	2	9	1	6	2	3	-3	4	3
O=C(COc1ccc2ccc(=O)oc2c1)Nc1cccnc1	1	-5	-2	6	-1	7	8	4	7
CCC(C)(C)C1CCc2[nH]nc(C(=O)NC3CCCCC3)c2C1 (stereo not given)	-1	2	0	4	9	9	-3	-3	-1
CCOC(=O)C1=C(C)N(CCCC(=O)O)C(=O)NC1c1ccccc1OS(=O)(=O)c1ccc([N+](=O)[O-])cc1 (stereo not given)	2	-9	3	2	5	11	10	6	-4
CCC(=O)OC1c2ccccc2C(=O)N1Cc1ccccc1 (stereo not given)	3	-2	3	4	4	-3	2	3	-3
COC(=O)C1=C(Nc2ccccc2NC(=O)c2ccccc2C(=O)O)CSC1	-1	1	3	4	5	12	6	2	3
Remaining list, next part:
SMILES	LYPLA1 inh	PAFAH2 FP inh	PAD4 FP inh	pPAFAH FP inh	PAFAH1B2 inh	PAFAH1B3 inh	GSTO1 counter	LYPLA2 counter	PME-1 inh
CC(=O)N1CCN(C(=O)c2ccc(C)c(S(=O)(=O)N3CCCCC3)c2)CC1	nt	-5	0	10	4	3	nt	nt	nt
CN1CCC(N2CCCC(C(=O)O)C2)CC1 (stereo not given)	-2	7	-1	0	1	-1	-1	-3	-1
CC(=O)NCc1ccc(S(=O)(=O)N/N=C/c2ccc(N(C)C)cc2)cc1	0	-2	-6	3	2	9	4	-1	0
CCCC(=O)Nc1nnc(SCC(=O)N2CCN(c3ccccc3)CC2)s1	3	-6	6	2	6	5	3	8	-9
CN(C(=O)CSc1nnc(-c2ccco2)n1Cc1ccccc1)C1CCS(=O)(=O)C1 (stereo not given)	0	0	-2	1	-4	2	nt	5	3
NS(=O)(=O)c1ccc(CNC(=O)c2ccc3ccccc3n2)cc1	3	4	1	3	7	1	11	10	-2
COc1ccccc1NC(=O)Nn1cnnc1	1	-2	4	-3	4	3	14	-7	-8
COC(=O)C1=C(C)NC(=O)/C1=C\c1cc(C)n(-c2c(C)cccc2C)c1C	-2	1	-2	7	-6	-5	0	3	-5
Cc1ccc(OCC(=O)Nc2ccccc2[N+](=O)[O-])c(Br)c1	-3	9	-4	2	2	12	-6	-6	-6
CCCOC(=O)c1c(-c2ccc(C)cc2C)csc1NC(=O)C1C2CCC(O2)C1C(=O)O (stereo not given)	-1	17	1	18	23	11	7	-4	0
CC(C)(Oc1ccc(Cl)cc1)C(=O)Nc1ccncc1	-2	-1	1	3	0	11	-6	2	7
O=C(Oc1ccc(C(=S)N2CCOCC2)cc1Br)c1ccccc1F	-3	6	-19	9	0	0	0	-1	0
O=S(=O)(Cc1ccc(Cl)cc1)C1CCCCC1O (stereo not given)	2	-1	-5	6	4	10	6	2	-5
COc1ccc(-c2ccc(=O)n(Cc3cccc(Cl)c3)n2)cc1	-2	5	-4	10	1	4	-2	-2	10
O=C(Nc1nc(-c2ccccc2)cs1)c1cccs1	-10	-2	-7	0	0	7	-12	-12	-6
CCOC(=O)/C=C1\NC(=O)CS1	2	-8	2	4	3	-3	8	1	-3
CCOC(=O)N1CCN(C(=O)C(C)n2nc(C)n3c(cc4sccc43)c2=O)CC1 (stereo not given)	-1	5	4	0	-3	5	1	6	6
Cc1c(C)n2c(SCC(=O)Nc3cccc4ccccc34)nnc2[nH]c1=O	0	0	0	0	2	4	6	0	4
Cc1ccc(/C=N\NC(=O)Cn2c(C)nc3ccccc32)o1	2	0	-1	-5	2	6	-1	-2	5

Compound profiles, as listed above.
COC(=O)C1=C(C)NC(=O)/C1=C\c1cc(C)n(-c2c(C)cccc2C)c1C across the screens: LYPLA1 inh = -2; PAFAH2 FP inh = 1; PAD4 FP inh = -2; pPAFAH FP inh = 7; PAFAH1B2 inh = -6; PAFAH1B3 inh = -5; GSTO1 counter = 0; LYPLA2 counter = 3; PME-1 inh = -5
Cc1ccc(/C=N\NC(=O)Cn2c(C)nc3ccccc32)o1 across the screens: LYPLA1 inh = 2; PAFAH2 FP inh = 0; PAD4 FP inh = -1; pPAFAH FP inh = -5; PAFAH1B2 inh = 2; PAFAH1B3 inh = 6; GSTO1 counter = -1; LYPLA2 counter = -2; PME-1 inh = 5

From PubChem

These rows are one share of the data; the hit share may differ from the screen's.
